Screening results as filed in PubChem BioAssay.
FN deposition inh: fibronectin deposition inhibition; inhibition, % at 12.6 µM; actives 0.086% (n = 350,000); AH1F fibroblasts, Alexa488-fibronectin deposition fluorescence, overnight;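 active means mean inhibition across replicates of 30% or more, regardless of how many single replicates reach that level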;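 further: positive control wells lacked labelled fibronectin entirely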
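Material: AH1F fibroblasts assembling fluorescent fibronectin matrix; amount: 10000 AH1F cells/well; medium: DMEM, 2% serum; reagent: Alexa488-fibronectin, 24 nM final in well; dosing: single compound dose, delivered by pin transfer; incubation: 1 h adhesion, overnight exposure; detection: fluorescence after three HBSS washes, excitation 485 nm, emission 525 nm; measure: fibronectin deposition inhibition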
PglD inh: blocks C. jejuni PglD acetyltransferase activity; purified PglD enzyme, DTNB colorimetric CoA detection; inhibition, % at 12.5 µM; actives 0.098% (n = 360,000); AID 602405; in the data active means inhibition above about 16%, passing the limit was not always enough; further: strong numbers were not always called active
PGC1a acetyl inh: modulators of PGC1a acetylation | U2OS PGC1a acetylation, AlphaScreen anti-acetyl-lysine; with virally co-expressed GCN5 acetyltransferase | inhibition, % at 15.6 µM | AID 651687 | actives 0.17% (n = 350,000);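 active means every replicate shows inhibition of at least 40%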;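 further: 0% = neutral control wells and 100% = positive control wells; some results beyond the cut were filed as inactive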
* = called active by the depositor. These rows are one share of the data; rates above refer to the full screens.

Order of results – FN deposition inh, PglD inh, PGC1a acetyl inh
c1ccc(Cc2nc(-c3ccccn3)no2)cc1
  -4, 4, -2
COC(=O)CCC(=O)Nc1cccc(C(=O)Nc2cccc(Cl)c2)c1
  -4, -1, -2
COc1cc(NC(=O)CSc2ncnc3c2cnn3Cc2ccccc2)cc(OC)c1
  4, 4, 14
CCOC(=O)N1CCC(n2c(SCC(=O)NCCC3=CCCCC3)nc3ccccc3c2=O)CC1
  7, -2, -16
O=C(NCc1ccccc1)c1cnc2n(c1=O)CCS2
  10, 0, 24
CCn1c(/C=C/c2ccc([N+](=O)[O-])o2)nc2ccccc2c1=O
  -12, 1, -149
CCCCCCC1CCC(c2nc(-c3ccncc3)no2)CC1 (configuration not stated)
  -10, 2, -6
Cc1ccc(-n2c(C)cc(/C=N/NC(=O)c3ccncc3)c2C)c(C)c1
  -7, 6, -1
CCNC(=O)CC1SC(=Nc2cccc(Cl)c2C)N(C)C1=O (configuration not stated)
  13, -4, -14
COc1ccc(-c2cc(C(=O)NCCN3CCOCC3)c3ccccc3n2)c(OC)c1
  -3, 5, -9
Cc1nnc(-c2cccc(Br)c2)c2cn(-c3ccccc3Cl)nc12
  -2, -1, -5
CCCc1cc(=O)n2[nH]c(C)nc2n1
  -5, 10, -1
O=C1CC(N2CCN(Cc3ccccc3)CC2)C(=O)N1CCc1ccccc1 (configuration not stated)
  -8, -6, 15
CN1CCN(C2=Cc3ccc(Cl)cc3Sc3ccc(F)cc32)CC1
  12, -4, -12
COC(=O)c1cn[nH]c1NC(=S)Nc1ccc(C)cc1Cl
  -12, 6, 7
CCN1C(=O)C(O)(CC(=O)c2ccccn2)c2ccccc21 (configuration not stated)
  -4, -2, 0
O=C1c2ccccc2C(=O)N1CCc1csc(-c2cccc(Cl)c2)n1
  -8, 3, -3
CC(C)=CCCC(C)CN(C)CCc1ccccn1 (configuration not stated)
  2, 10, 9
COc1cc(C(=O)Nc2oc(-c3ccccc3)c(-c3ccccc3)c2C#N)cc(OC)c1OC
  -8, -3, 3
Cc1cccc2cc(C(c3nnnn3C(C)(C)C)N(Cc3ccco3)CC3CCCO3)c(=O)[nH]c12 (configuration not stated)
  -12, -6, -4
CCOC(=O)C1CCCN(Cc2cc(Br)ccc2OC)C1 (configuration not stated)
  -1, -5, 2
O=S(=O)(N1CCCCC1)N1CCN(c2ccc(F)cc2)CC1
  -4, -2, 3
C=CCSc1nnc(Cc2cc(=O)[nH]c(=O)[nH]2)n1-c1cc(C)ccc1C
  2, -2, 0
CCOC(=O)c1ccccc1NC(=O)Cc1ccccc1OC
  22, -10, -18
Cc1sc(-c2ccccn2)nc1OC(=O)c1ccc(Cl)c(Cl)c1
  -3, 5, 7
CCNC(=S)NNC(=O)c1cc(-c2cccc(OCC)c2)nc2ccccc12
  -3, -2, -5
C=CCn1c(SCn2nnc3ccccc3c2=O)nnc1-c1ccc(Br)cc1
  6, 8, -9
CCOCCCNC(=O)C1CCCN1S(=O)(=O)c1ccc(Cl)cc1 (configuration not stated)
  -3, -1, -7
COc1ccc(NC(=O)C2CCCN(S(=O)(=O)c3cccs3)C2)cc1OC (configuration not stated)
  -1, 2, -13
O=C(Nc1ccc(F)c(F)c1)c1cnc(-c2ccccc2)nc1-c1ccccc1
  25, -3, 1
C=CCNC(=S)Nc1ccc2nc(C)c(C)nc2c1
  -2, -3, 7
COC(=O)c1ccccc1NC=C1C(=O)OC2(CCCCC2)OC1=O
  12, -1, -7
CCCCOC(=O)c1cccc(NC(=O)CC)c1
  0, -1, 9
CN(C)CCn1c(NC(=O)c2ccc(Cl)cc2)nc2ccccc21
  0, 0, -15
CCCCCc1nnc(NC(=O)Cc2cccs2)s1
  -19, 4, 0
O=C(Nc1ccc(OCC(F)(F)C(F)F)c(C(F)(F)F)c1)c1ccc(Cl)cc1
  -7, 0, -4
Cc1nn(C(=O)c2cccnc2)c(C)c1C
  2, -1, -6
Cc1c(Nc2cc(N3CCCC(C)C3)c3nonc3c2[N+](=O)[O-])c(=O)n(-c2ccccc2)n1C (configuration not stated)
  -11, -1, 1
O=C(CSC1CC(=O)N(CCc2ccccc2)C1=O)Nc1ccc(Br)cc1 (configuration not stated)
  -31, 1, -12
CC(=NC1CC1)C1=C(O)c2ccccc2C1=O
  -9, 2, -2
Cc1ccc(C(=O)CCNc2ccc(Br)cc2)o1
  -20, 0, -9
Cc1ccccc1-c1nc(CN2CCC(C(=O)NCC3CCCO3)CC2)c(C)o1 (configuration not stated)
  -11, -8, -6
COc1ccc(-c2csc(NC(=O)CSc3nc(C)cs3)n2)cc1
  1, 3, -2
CCCCOC(=O)Nc1cccc(C(C)=O)c1
  2, -4, -20
O=C1CCCc2c1[nH]c1ccc(Cl)cc21
  7, -3, -9
CCc1ccc(Oc2cc(C)nc(N)n2)cc1
  3, -8, -7
COCc1c(C(=O)OCC(=O)N2c3ccccc3NC(=O)C2(C)C)oc2ccccc12
  -3, -5, 0
CC(=O)N1CCC(N2CCN(c3ccccc3F)CC2)CC1
  -6, -3, -5
CCOc1cccc(-c2nnc(SCC(=O)Nc3cccc(OC)c3)n2N)c1
  -4, 7, 8
O=C1CC(c2ccccc2)CC(O)=C1C=NCCCN1CCOCC1 (configuration not stated)
  -3, 3, 2
CC(C)(C)Cc1nc2ccccc2n1CCc1ccccc1
  -8, -1, -20
O=C(/C=C/c1ccccc1Cl)NCc1ccco1
  -4, -4, -9
O=[N+]([O-])c1ccc(N2CCN(S(=O)(=O)Cc3ccccc3)CC2)cc1N1CCOCC1
  -9, -11, -6
Cc1ccc(Nc2cc(-n3nc(C)cc3C)ncn2)cc1
  -23, -2, -2
CCOC(=O)Cc1csc(NC(=O)COc2ccccc2OCC)n1
  12, 4, -14
Cc1ccc(C(=O)c2c(NC(=O)c3ccccc3)sc(C)c2C)cc1
  10, 1, -1
CCNC(=O)c1ccc(-n2nc(C(F)(F)F)c3c2CCCC3)cc1
  -7, 1, -5
COc1cc(S(=O)(=O)N2CCOCC2)ccc1NC(=O)COC(=O)CC12CC3CC(CC(C3)C1)C2
  0, -5, 2
CC(C)NC(=O)C(OC(=O)c1ccccc1)C(OC(=O)c1ccccc1)C(=O)O (configuration not stated)
  4, -6, 7
Cc1nc(Cl)c(C#N)cc1-c1ccccc1
  10, -5, 20

For convenience, some entries already given:
Order of results – FN deposition inh, PglD inh, PGC1a acetyl inh
CCOC(=O)Cc1csc(NC(=O)COc2ccccc2OCC)n1
  12, 4, -14
Cc1ccc(C(=O)c2c(NC(=O)c3ccccc3)sc(C)c2C)cc1
  10, 1, -1
CCNC(=O)c1ccc(-n2nc(C(F)(F)F)c3c2CCCC3)cc1
  -7, 1, -5
COc1cc(S(=O)(=O)N2CCOCC2)ccc1NC(=O)COC(=O)CC12CC3CC(CC(C3)C1)C2
  0, -5, 2
CC(C)NC(=O)C(OC(=O)c1ccccc1)C(OC(=O)c1ccccc1)C(=O)O (configuration not stated)
  4, -6, 7
Cc1nc(Cl)c(C#N)cc1-c1ccccc1
  10, -5, 20

(list continues)
Order of results – FN deposition inh, PglD inh, PGC1a acetyl inh
CCOC(=O)c1cc2c(ccn2C)n1CC(=O)N1CCCC(C)C1 (configuration not stated)
  0, -7, 3
COc1ccc(N(CC(=O)NCc2cccc(OC)c2)S(=O)(=O)c2c(C)noc2C)cc1
  4, -7, -2
CCn1c(SCC(=O)Nc2ccc(NC(=O)c3ccco3)c(OC)c2)nc2ccccc2c1=O
  -7, -2, -11
Cn1cnc2c1c(=O)n(Cc1c(Cl)cccc1Cl)c(=O)n2C
  -9, 2, 9
O=c1c2c([nH]c3ccccc13)CCCCCC2
  -31, 4, -7
CCOC(=O)c1nn(-c2ccc(F)cc2)c2nc(CC(C)C)c(C#N)c(=O)n12
  6, -5, -11
CCc1cc2c(NCCN3CCCCC3)ncnc2s1
  1, 0, 10
Cc1ccc(S(=O)(=O)N/N=C2/CC(c3ccccc3)Oc3ccccc32)cc1[N+](=O)[O-] (configuration not stated)
  -18, -4, 9
CCN(CC)S(=O)(=O)c1ccc(OC(C)C)nc1
  -11, -1, -3
Cn1c(=O)oc2cc(S(=O)(=O)Nc3cccc4c3CCCC4)ccc21
  -32, 0, -10
CCN(CC)CCNC(=O)C1CCC(=O)N(c2ccc(OC)cc2)C1c1ccc(F)cc1 (configuration not stated)
  2, -1, -1
COc1ccc(N(C(=O)c2cccc([N+](=O)[O-])c2)S(=O)(=O)c2ccc3c(c2)n(C)c(=O)n3C)cc1
  -2, 3, 11
CN(C(=O)c1ccc(S(=O)(=O)NC2CCCC2)cc1)C1CCCCC1
  -15, -3, -5
Cc1nn(C)c(C)c1NC(=O)CSc1nc(-c2ccccc2Cl)nc2c1cnn2-c1ccccc1
  18, -7, -6
O=C1Nc2c(c(=O)[nH]c(=O)n2-c2ccccc2F)C(C(F)(F)F)(C(F)(F)F)N1
  5, 2, 1
COc1ccc(-c2nnc(Nc3nc4c(OC)cccc4s3)o2)c(OC)c1
  -2, -1, 2
CC(C)(C)OC(=O)N1CCN(c2ccc(NC(=O)Cn3nnc(-c4ccccc4)n3)cc2)CC1
  8, 0, -15
O=C1CCCN1CCCNc1ncnc2c1[nH]c1ccccc12
  -9, -5, 15
Cc1cc(S(=O)(=O)N2CCN=C2c2ccccc2)ccc1F
  7, -2, 5
CC(O)CNc1nc2ccccc2n1-c1ncnc2sc3c(c12)CCC3 (configuration not stated)
  -4, -5, -6
COCCn1nnnc1C(c1ccc2ncccc2c1)N1CCN(c2ccccc2F)CC1 (configuration not stated)
  19, -3, -6
CCn1c(CSc2nc3ccccc3s2)nnc1SCC(=O)NCC(=O)OC
  14, 3, 4
COc1nc(NCCc2ccc(OC)c(OC)c2)nc(NC(C)(C)CO)n1
  0, 0, 1
Clc1ccccc1Cn1nnc2c(NCCN3CCOCC3)ncnc21
  6, -2, -1
CCOc1cc(/C=C2/N=C(c3ccc(C(C)(C)C)cc3)OC2=O)cc(Cl)c1OS(C)(=O)=O
  -3, 8, 9
CC1CCN(c2ccc(C(=O)NCCc3ccccc3)cn2)CC1
  0, -4, 5
CS(=O)(=O)c1nncn1-c1ccccc1
  -6, 1, 4
Nc1ccc2c(c1)N1CCN=C1S2
  -7, 0, -6
CC(C)CCNC(=O)COc1ccc2c3c(c(=O)oc2c1)CCC3
  -19, -1, -2
c1ccc2c(c1)CCN(c1ncnc3c1[nH]c1ccccc13)C2
  -5, -2, 10
COc1ccccc1OCC(=O)Nc1ccc(C(N)=O)cc1
  -2, -5, 3
CCc1ccc2[nH]c(=O)c(CN(Cc3ccco3)S(=O)(=O)c3ccc4c(c3)OCCO4)cc2c1
  -2, 0, 4
Clc1ccc(CSc2nnc(-c3ccccn3)n2Cc2ccco2)c(Cl)c1
  17, -2, 1
Cc1ccc(-n2c(N)c(C(=O)N3CCCCC3)sc2=S)cc1
  7, -1, -12
Cc1ccccc1OCc1nc(-c2ccccc2)no1
  -24, 1, -5
CCCn1c(/N=C/c2ccc3c(c2)OCO3)nc2ccccc21
  -3, -4, -3
CCN1CCN(c2ncc(C(=O)Nc3c(F)cc(F)cc3Br)c3ccccc23)CC1
  -4, 6, -1
CCCCC(=O)Nc1cccc(-c2nnc(-c3ccccc3)o2)c1
  -8, 0, -9
CCOc1ccc2oc(-c3ccccc3)c(C(=O)N3CCN(C)CC3)c2c1
  15, -3, 6
CN(C)S(=O)(=O)c1ccc(N2CCOCC2)nc1
  -9, -3, 12
CCN(CC)CCSc1nc(O)c(-c2ccccc2)c(=O)[nH]1
  3, -3, -17
Cc1cccc(N(C)S(=O)(=O)c2ccc3c(c2)CCC(=O)N3)c1
  -2, 1, -5
CC(=O)Nc1c(C#N)c(C(C)(C)C)cn1C
  -4, 5, 10
CCOCCCNC(=O)C(c1ccc(Cl)cc1)N1CCC2(CC1)OCCO2 (configuration not stated)
  4, -1, -2
COc1ccc(-c2nsc(C(=O)N(c3ccc(F)cc3)C(C(=O)NC3CCCC3)c3ccc(OC)cc3)c2N)cc1 (configuration not stated)
  -1, -4, 1
CN(C)CCOCCP(=O)(c1ccccc1)c1ccccc1
  3, -5, -8
COc1cccc2c3c(c(C)nc12)CC(C)O3 (configuration not stated)
  9, -1, 2
CCOCCOC(=O)C1=C(C)Nc2ccc(C)cc2S1
  5, 1, 1
Cc1ccc(-c2cc(-c3ccccc3Cl)[nH]n2)c(O)c1
  14, 3, -2
Cc1ccn2c(C(=O)N/N=C\c3ccccc3[N+](=O)[O-])c(C)nc2c1
  -6, 5, 4
c1ccc2sc(Cc3nnc4n3CCCCC4)nc2c1
  -2, 5, -2
Cc1nn(C(C)(C)C)c(OC(=O)c2cccs2)c1Sc1ccccc1
  -9, 1, 3
CSCCC(NS(=O)(=O)c1ccc(Cl)cc1)C(=O)OCC(=O)N1CCOCC1 (configuration not stated)
  -2, 3, -5
Cc1cc([N+](=O)[O-])c2[nH]c(C(=O)N/N=C/c3ccccc3C(=O)O)c(-c3ccccc3)c2c1
  0, -5, 4
Cc1ccc(-c2csc3nnc(SCc4csc(C)n4)n23)cc1
  6, -1, 6
COc1ccccc1CNC(=O)CCn1c(=O)sc2ccccc21
  -6, 4, -18
COc1ccc(S(=O)(=O)CCC(=O)Nc2ccc(OC)cc2OC)cc1
  -8, 2, -3
